# Screening data: PubChem BioAssay, several laboratories
# Glyco luc inh: increase of ERlucT glycosylation luciferase signal, primary screen, N-linked glycosylation inhibitor project, D54 ERlucT cells, luminescence, set 2; D54 ERlucT glycosylation luciferase reporter, 24 h; percent of 100 nM tunicamycin response; reporter increase, % at 12.5 µM; 360,000 compounds, 0.23% hits;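 active = mean luciferase reporter signal, scaled so untreated is 0 and the glycosylation-blocking control 100, at or above a set limit in every replicate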;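 also: luciferase carries N-glycosylation sites so blocking glycosylation raises the light; 0% = median of neutral control wells and 100% = median of 100 nM tunicamycin wells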
# H9c2 protect: cardioprotection against H2O2-induced cell death, primary screen, uHTS, H9c2 cells, ATPLite luminescence | H9c2 cardiomyocytes, H2O2 injury protection, 2 h | protection from H2O2 cell death, % at 20 µM | 360,000 compounds, 0.63% hits | AID 588492, 2011;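 active = compounds giving at least 50% protection of heart cells from peroxide-induced death in the single-dose screen, raw or plate-pattern-corrected value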;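 also: 0% = DMSO wells with peroxide and 100% = DMSO wells without peroxide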
# ABHD5-PLIN5 inh: ABHD5-PLIN5 interaction inhibitors, primary screen, cell lysate, split luciferase complementation, luminescence | Perilipin-5 (Homo sapiens) + 1-acylglycerol-3-phosphate O-acyltransferase ABHD5 (Homo … | Split G. princeps luciferase complementation, 4 h | inhibition, % at 4 µM | 360,000 compounds, 0.78% hits | AID 602281, 2012;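 active = inhibition above the mean inhibition across every tested compound plus 3 SD, cut at about 22% in these data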;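 also: 0% = DMSO only wells and the 100% control is not disclosed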
# HTR2A ag: mouse Htr2a agonists via beta-arrestin recruitment, primary screen, cell-based, luminescence; CHO-K1 mHTR2A beta-arrestin complementation; percent of 30 µM serotonin response; 360,000 compounds, 0.66% hits; activation, % at 7.6 µM; 5-hydroxytryptamine receptor 2A (Mus musculus), P35363; AID 624169, 2012;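 active = activation above a run cutoff, the mean activation of all tested compounds plus 3 SD, cut at about 14% in these data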;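 also: 0% = plate median of compound wells and 100% = 30 µM serotonin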
# ABCB6 inh MLPCN: ABCB6 transporter inhibitors, primary screen, K562-ABCB6 cells, flow cytometry, MLPCN library; ATP-binding cassette sub-family B member 6 (Homo sapiens), Q9NP58; K562-ABCB6 porphyrin accumulation, 1 h; active compounds read low; fluorescence ratio to DMSO, % at 10 µM; 360,000 compounds, 0.19% hits;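 active = fluorescence ratio to DMSO below 75%, the collection mean minus 3 SD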;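 also: signal is porphyrin accumulated inside mitochondria; 100% equals median channel fluorescence of DMSO control wells; lower ratio means ABCB6 inhibition with less porphyrin fluorescence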
# Target sequence (Q9NP58 whole entry, looked up): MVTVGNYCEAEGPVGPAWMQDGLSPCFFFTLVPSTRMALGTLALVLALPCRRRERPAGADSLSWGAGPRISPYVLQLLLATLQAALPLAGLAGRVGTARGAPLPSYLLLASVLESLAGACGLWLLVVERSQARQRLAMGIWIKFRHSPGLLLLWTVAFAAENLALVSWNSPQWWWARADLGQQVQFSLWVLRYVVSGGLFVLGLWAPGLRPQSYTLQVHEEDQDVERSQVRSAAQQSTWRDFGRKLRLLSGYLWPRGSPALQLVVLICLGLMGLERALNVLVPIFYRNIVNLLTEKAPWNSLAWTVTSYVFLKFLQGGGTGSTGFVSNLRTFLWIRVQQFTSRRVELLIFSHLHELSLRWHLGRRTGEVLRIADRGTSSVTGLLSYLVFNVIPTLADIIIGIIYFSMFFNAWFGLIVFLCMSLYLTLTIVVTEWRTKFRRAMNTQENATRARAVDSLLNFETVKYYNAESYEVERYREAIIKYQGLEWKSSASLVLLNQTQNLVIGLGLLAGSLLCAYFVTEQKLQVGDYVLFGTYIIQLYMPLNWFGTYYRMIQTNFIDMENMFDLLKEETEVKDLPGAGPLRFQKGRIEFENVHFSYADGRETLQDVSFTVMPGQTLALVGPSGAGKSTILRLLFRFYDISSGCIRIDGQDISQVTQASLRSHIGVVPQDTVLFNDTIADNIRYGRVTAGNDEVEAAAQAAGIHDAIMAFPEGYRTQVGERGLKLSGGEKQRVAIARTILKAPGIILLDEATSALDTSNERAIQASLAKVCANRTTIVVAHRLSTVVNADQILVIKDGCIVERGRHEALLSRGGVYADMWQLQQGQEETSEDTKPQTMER
# iPSC survival up: enhancers of single-cell hiPSC survival, primary screen, ATPlite luminescence; 100% = ROCK inhibitor wells, 0% = DMSO; survival enhancement, % at 20 µM; 360,000 compounds, 0.044% hits; in the data active = survival enhancement above about 18%;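 also: cells exposed to compounds for 16 hours before the ATP read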
# MC4R barr agon: MC4R agonists recruiting beta-arrestin, primary screen, cell-based, luminescence, agonist arm of biased-ligand search | activation, % at 8.9 µM | Melanocortin receptor 4 (Homo sapiens), P32245 | U2OS MC4R beta-arrestin complementation; percent of melanotan II response, DMSO zero | 360,000 compounds, 0.98% hits | AID 540308, 2011;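 active = activation above a per-plate cutoff, the mean activation of sample wells on that plate plus 3 SD, cut at about 8% in these data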
# aDG glyco up: activators of alpha-DG glycosylation, primary screen, uHTS, Pro5-aDG cells, AlphaScreen | 360,000 compounds, 0.22% hits | AID 624168, 2012 | activation, % at 10 µM | alpha-DG glycosylation AlphaScreen (IIH6); 0% Pro5, 100% B10-LARGE cell signal;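 active = activation of at least 8% versus controls, or a plate z-score of at least 8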;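 also: Pro5 are CHO cells carrying HIG-tagged alpha-DG that lacks glycosylation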
# Exocytosis inh: LAMP-1 surface exposure blockers, TALL-104 cells – cell-based, flow cytometry, MLPCN library, primary screen; TALL-104 LAMP-1 surface exposure; cells stimulated with thapsigargin and PMA; inhibition, % at 10 µM; 360,000 compounds, 0.66% hits; AID 651702, 2012;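 active = inhibition above about 55%, limit read from the data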
# MC4R antagonist: MC4R antagonists of cAMP signaling, primary screen, cell-based, TR-FRET, antagonist arm of biased-ligand search; Melanocortin receptor 4 (Homo sapiens), P32245; AID 540295, 2011; MC4R-expressing cells, MTII-stimulated cAMP, LANCE TR-FRET; 360,000 compounds, 0.48% hits; inhibition, % at 6.5 µM;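 active = inhibition above its plate's cutoff, the mean of tested wells on that plate plus 3 SD, cut at about 29% in these data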;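 also: 0% = Melanotan II alone and 100% = Melanotan II plus saturating MCL0020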
#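 system = U2OS cells with stable human MC4R expression | also added = Melanotan II challenge after compound preincubation | dosing = one concentration, 6.5 µM nominal | incubation = compound 30 min, challenge 1 h, detection 1 h | measured by = TR-FRET with Eu-cAMP and labeled anti-cAMP, 671 nm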
# * hit, by the source's call; · = no result given.
SMILES,Glyco luc inh,H9c2 protect,ABHD5-PLIN5 inh,HTR2A ag,ABCB6 inh MLPCN,iPSC survival up,MC4R barr agon,aDG glyco up,Exocytosis inh,MC4R antagonist
Cc1oc(-c2ccccc2Cl)nc1CSCC(=O)NC1CCCC1,1,1,-1,-8,91,3.9,-2.1,0.3,3,-2
CCOC(=O)c1c(C)[nH]c(C(=O)CSc2ccc(Cl)cc2)c1C,1,-9,4,3,91,-0.6,25*,0.0,0,-4
CC1CN(c2ccccc2)c2nc3c(c(=O)[nH]c(=O)n3C)n2C1 (stereo not drawn),5,-3,-5,-3,98,-0.5,-2.8,0.1,-5,1
CCCCNc1nnc(SCC(=O)c2c(N)n(CCC)c(=O)[nH]c2=O)s1,2,-2,-3,0,95,-0.6,-0.3,0.1,2,-2
COc1ccccc1NCCC(=O)OCC(=O)Nc1ccc(Cl)cn1,1,-2,4,0,97,-1.5,-2.5,-0.2,0,7
COC(=O)C1=C(C)NC(=O)NC1c1ccc(OC)c(OC)c1 (stereo not drawn),4,0,4,5,94,3.0,-1.4,-0.4,3,0
Cc1cc2nc(C3CCCN(C(=S)Nc4ccccc4C)C3)[nH]c2cc1C (stereo not drawn),5,-5,-3,-2,92,0.2,1.7,0.2,2,6
COc1ccc(C)cc1S(=O)(=O)N(CC(=O)NC1CCCC1)c1ccc(F)cc1,4,4,6,3,94,-0.1,1.9,0.0,28,1
CC(C)C[C@H](NC(=O)C1(c2ccccc2)CCN(C(=O)OC(C)(C)C)CC1)C(=O)N1CCC[C@H]1C(=O)O,2,-3,-3,10,98,0.7,-2.6,-0.4,-9,-4
CCOC(=O)N/N=C/c1cc(OC)c(O)c(OC)c1,0,3,4,2,100,-1.1,-1.3,-0.1,2,0
CCN1C(=O)[C@H]2[C@@H](c3ccc(OC)cc3)N3C(=O)CN(Cc4ccccc4)C(=O)[C@@]3(C)[C@H]2C1=O,0,8,-4,0,93,-1.3,-0.1,0.0,-6,-3
O=C(NNC(=S)Nc1ccc(F)cc1)c1ccccc1OC(F)F,2,4,-2,-1,107,-1.2,-0.9,-0.1,-1,5
CCCCN(CC)CCNC(=O)CCNC(=O)Cn1ccc2ccccc2c1=O,3,-5,-6,0,92,-0.5,-0.5,0.0,2,11
O=C(C[n+]1ccccc1)N/N=C/c1ccccc1C(F)(F)F,-1,-2,1,-6,93,0.7,-1.1,0.0,1,17
COc1ccc(CNC(=O)c2cccc(S(=O)(=O)N3CCN(c4ccc(F)cc4)CC3)c2)cc1,-5,-12,-8,-4,96,-0.3,0.6,0.4,-1,-2
Cc1ccc(C(=O)N/C(=C\c2ccc(-c3ccc([N+](=O)[O-])cc3)o2)C(=O)NC2CCS(=O)(=O)C2)cc1 (stereo not drawn),1,11,5,-2,122,-0.8,-3.0,0.0,-4,5
Cn1cc(C(=O)C(=O)NC2CC2)c2ccccc21,1,0,5,1,96,-0.4,-0.1,-0.1,0,8
N#C/C(=C(O)\C=C\c1ccccc1)c1nc2ccccc2[nH]1,4,-4,-7,0,96,-0.4,-2.6,-0.2,1,1
COc1ccc(Cl)cc1N1C(=O)C2CCCN2C1c1cccc(F)c1 (stereo not drawn),-1,3,-6,-5,96,-1.3,-1.5,0.1,7,-4
CC(=O)Nc1ccc(S(=O)(=O)NCCN2CCNC2=O)cc1Cl,1,6,2,0,100,-0.3,-1.0,-0.2,-2,7
CCc1c(C2CC2)ncn1Cc1cccc(-c2ccccc2)c1,·,·,7,-6,·,·,·,0.5,5,·
CCN1CCN(c2nc(-c3ccccc3)c3ccccc3n2)CC1,-6,-2,8,-12,99,-0.4,0.6,0.5,15,8
COc1cccc(OC)c1C(=O)N1CCN(Cc2ccc3c(c2)OCO3)CC1,-2,8,-2,0,95,-2.7,-0.9,0.0,-1,11
Nn1c(SCC(=O)Nc2cccc(C(F)(F)F)c2)nncc1=O,4,1,-2,3,106,0.1,-2.0,0.2,-3,15
COC(=O)Cc1c(C)nc2nc(NCc3ccc(Cl)cc3)[nH]n2c1=O,4,1,-3,7,102,-2.3,-1.7,-0.3,0,-3
SMILES,Glyco luc inh,H9c2 protect,ABHD5-PLIN5 inh,HTR2A ag,ABCB6 inh MLPCN,iPSC survival up,MC4R barr agon,aDG glyco up,Exocytosis inh,MC4R antagonist
CC1CCc2c(c3ccccc3[nH]c2=O)O1 (stereo not drawn),-1,3,2,2,107,0.6,-2.9,0.1,1,-5
Cc1cccc(C)c1OCC(=O)Nc1ccccc1C(=O)N1CCOCC1,1,4,-1,25*,100,-0.3,0.7,-0.2,0,1
Cc1cc(C)c2c(CN3CCCC3)cc(=O)oc2c1,4,2,12,7,92,2.3,·,-0.1,-10,·
c1ccc(C(c2nnnn2Cc2cccs2)N2CCN(C3CCCC3)CC2)cc1 (stereo not drawn),-3,8,0,-7,94,-2.8,-1.6,-0.1,3,-1
O=C(COc1cccc(F)c1)NNC(=O)Cc1ccc(S(=O)(=O)N2CCOCC2)s1,2,-2,2,-3,99,0.5,-0.7,-0.4,-5,1
Cc1cc(NC(=O)Cc2csc(-c3ccccc3)n2)ccc1Br,2,-26,-6,1,95,4.3,15*,0.2,3,15
Cc1csc(NC(=O)C2CCCCN2S(=O)(=O)c2ccccc2)n1 (stereo not drawn),-1,4,9,5,104,-0.2,-1.4,0.6,2,8
CCCCOC(=O)c1ccc(NC(=S)NC(=O)c2ccco2)cc1,0,-7,-7,2,97,-0.4,1.6,-0.1,-10,7
Cc1cc(C(=O)Nc2sc3c(c2C#N)CCC(C(C)(C)C)C3)no1 (stereo not drawn),2,-6,-4,5,102,1.6,9.9*,0.0,-3,-5
CCOC(=O)c1cccc(NC(=O)c2cnc3ccccc3n2)c1,-1,31,12,6,93,-0.6,-0.5,2.6,-1,2
Cc1ccc(-n2c(=O)[nH]cc(C(=O)Nc3ccc4c(c3)OCO4)c2=O)cc1C,1,-5,-11,-5,102,-3.6,-0.9,-0.1,-3,-4
CC(=O)N1c2ccc(S(=O)(=O)N(C)CC(=O)NCc3ccccc3)cc2CC1C (stereo not drawn),-2,-1,0,7,100,0.0,1.4,-0.2,-1,3
CC(C)OC(=O)Cn1c(=O)sc2ccccc21,3,6,0,-5,100,1.7,-2.0,-0.4,-2,2
Cc1ccc(-c2ccc(/C=N/n3cnnc3)o2)cc1,3,16,-3,-2,97,-0.1,-0.9,0.2,4,-9
Cc1ccc(C(=O)NCc2ccccn2)cc1NC1=NC2CS(=O)(=O)CC2S1 (stereo not drawn),1,4,2,0,98,0.3,-0.6,0.1,0,10
O=C(CSc1nnnn1C1CCCCC1)NCCc1ccccc1,-1,-3,0,-1,101,-0.7,0.1,0.2,5,-1
CC(C)c1nc(SCC(=O)NC(=O)NC(C)(C)C)n[nH]1,-1,-3,5,2,93,-0.5,2.9,0.2,5,0
O=C(NCCCN1CCC(Cc2ccccc2)CC1)c1ccc2nc(N3CCOCC3)sc2c1,0,-8,1,-9,98,-0.7,0.6,1.1,47,4
CC(C)c1ccc(C2c3[nH]c4ccccc4c3C[C@H]3C(=O)N(c4ccccc4C(=O)N4CCC[C@@H]4C(=O)O)C(=O)N23)cc1 (stereo partly drawn),1,-2,-10,0,101,1.6,0.0,-0.1,-2,4
COc1cc(/C=C/C(=O)c2cccc([N+](=O)[O-])c2)cc(OC)c1OC,10,3,30*,-1,102,-2.1,-2.9,-0.5,-2,21
CCN(CC(=O)NC(=O)NCc1ccco1)Cc1ccccc1,-2,7,4,-3,96,-0.1,-4.2,0.1,-7,5
CCOC(=O)C1=C(c2ccccc2)NC(=O)NC1c1ccc(O)c(Cl)c1 (stereo not drawn),2,14,-3,5,100,0.0,52*,0.0,-1,9
COCC1CCCCN1C(=O)c1cccc(OC2CCN(S(C)(=O)=O)CC2)c1 (stereo not drawn),-1,-8,0,2,97,0.0,-1.2,-0.3,-6,0
Cn1cc(CN2CCCC(C(=O)Nc3cccc(-n4cccn4)c3)C2)cn1 (stereo not drawn),1,-1,-6,-3,96,-0.1,-1.1,-0.2,3,3
CC(C)(C)C(=O)C1=C(O)C(=O)N(Cc2ccccc2)C1c1ccccc1Cl (stereo not drawn),0,3,-7,-2,95,-0.6,0.0,-0.1,4,13

# The last 3 entries of the section above open the next one.
SMILES,Glyco luc inh,H9c2 protect,ABHD5-PLIN5 inh,HTR2A ag,ABCB6 inh MLPCN,iPSC survival up,MC4R barr agon,aDG glyco up,Exocytosis inh,MC4R antagonist
COCC1CCCCN1C(=O)c1cccc(OC2CCN(S(C)(=O)=O)CC2)c1 (stereo not drawn),-1,-8,0,2,97,0.0,-1.2,-0.3,-6,0
Cn1cc(CN2CCCC(C(=O)Nc3cccc(-n4cccn4)c3)C2)cn1 (stereo not drawn),1,-1,-6,-3,96,-0.1,-1.1,-0.2,3,3
CC(C)(C)C(=O)C1=C(O)C(=O)N(Cc2ccccc2)C1c1ccccc1Cl (stereo not drawn),0,3,-7,-2,95,-0.6,0.0,-0.1,4,13
COc1ccc(C2(NC(C)=O)CCN(C(=O)CCC(=O)O)CC2)cc1,1,-3,0,7,94,-0.6,-1.9,-0.2,1,0
O=C(Cc1ccccc1F)OCC(=O)N1CCN(C(=O)c2ccco2)CC1,3,-1,0,-1,95,2.1,-1.0,-0.2,0,2
CN1CCN2c3ccccc3CC(C#N)(C#N)C2C1 (stereo not drawn),0,2,9,2,95,0.0,·,-0.1,0,·
O=S(=O)(c1cc(Cl)ccc1Cl)N1CCNCC1,2,6,-8,-6,80,-1.3,-1.6,-0.1,1,-10
C=CCn1cc(C(=O)NCCN(CC)CC)c(=O)c2cc(S(=O)(=O)N3CCCCCC3)ccc21,-2,1,-6,-4,96,-0.4,-3.0,-0.1,1,3
CN(C(=O)COC(=O)CNC(=O)c1cccs1)c1c(N)n(Cc2ccccc2)c(=O)[nH]c1=O,1,-3,5,-3,96,-0.6,-0.1,0.0,-6,10
CCSc1nnc(-c2ccncc2)n1Cc1ccccc1,0,8,-1,2,97,4.5,-0.4,-0.3,-1,5
COc1cc(OC)c(OC)cc1CNC(=O)c1cc(=O)c2ccccc2o1,0,13,-3,5,105,0.2,-0.3,0.2,2,9
Cc1ccn2cc(CNS(=O)(=O)c3cccs3)nc2c1,2,-2,-2,-2,96,-0.4,-1.4,0.0,15,0
CCCCn1cnc2c(SCc3ccccc3F)nc(N)nc21,-3,-2,4,0,97,-1.7,-2.2,0.5,-4,5
